Bim-Bfl-1: disrupts Bim binding to human Bfl-1; Q16548; Bead-based flow cytometry, Bim-Bfl-1 binding inhibition; inhibition, % at 10 µM; hit rate 0.12% among 190,000; AID 1008;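 also: 0% = wells without compound plus tracer and 100% = blocker peptide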
Bim-Bcl-2: human Bim-Bcl-2 interaction inhibition; inhibition, % at 10 µM; hit rate 0.06% among 190,000; Bead-based flow cytometry, Bim peptide-Bcl-2 binding; P10415; in the data active = inhibition above about 40%; inconclusive = no clear call, values can overlap the other calls;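 also: 0% = no compound wells with probe peptide and 100% = reference peptide inhibitor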
Bim-Bcl-XL: inhibitors of Bim-Bcl-XL interaction, human | Bim peptide-Bcl-XL binding, bead flow cytometry, fluorescence | inhibition, % at 10 µM | hit rate 0.04% among 190,000 | AID 1007
Target sequence (Q07817 whole entry, looked up): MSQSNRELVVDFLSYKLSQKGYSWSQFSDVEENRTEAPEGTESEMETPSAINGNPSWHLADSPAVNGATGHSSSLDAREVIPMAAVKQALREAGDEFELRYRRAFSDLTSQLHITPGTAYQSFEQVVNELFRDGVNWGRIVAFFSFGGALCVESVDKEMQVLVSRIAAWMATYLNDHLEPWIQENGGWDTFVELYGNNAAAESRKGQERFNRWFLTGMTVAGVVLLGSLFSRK
RGS4-Gao reg: modulates binding of RGS4 to human Galphao; P09471; hit rate 0.33% among 220,000; Multiplexed bead flow cytometry; actives lie on both sides; binding response (% of control), % at 10 µM; in the data active = binding response below about 49% or above about 150%; inactive = in between;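 also: fluorescent Galphao activated with aluminum fluoride binding bead-coupled RGS4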
Bcl-W Bim block: disrupts Bim peptide binding to human Bcl-W; inhibition, % at 10 µM; hit rate 0.02% among 190,000; Q92843; bead-based flow cytometry; AID 952;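 also: 0% = bound tracer without compound and 100% = peptide blocker; higher means less fluorescent Bim peptide bound to Bcl-W beads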
Bcl-B Bim block: human Bim-Bcl-B interaction inhibition; bead-based flow cytometry, Bim peptide-Bcl-B binding; inhibition, % at 10 µM; hit rate 0.073% among 190,000; Q9HD36;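 also: 0% = tracer peptide without compound and 100% = reference inhibitor peptide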
RGS7-Gao: modulates binding of RGS7 to human Galphao; AID 1439; hit rate 0.35% among 220,000; binding response (% of control), % at 10 µM; Multiplexed bead flow cytometry; actives lie on both sides; P09471; in the data active = binding response below about 49% or above about 150%; inconclusive = no clear call, values can overlap the other calls; inactive = in between;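 also: fluorescent Galphao held in activated GDP-AlF4 state binding bead-coupled RGS7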
Avidin bead fluor: avidin bead compound fluorescence profile. Avidin beads, compound fluorescence 488/530 nm, flow cytometry; stronger effect = higher value. fluorescence (KMESF) at 10 µM. hit rate 0.38% among 220,000; in the data active = fluorescence above about 47; also: inactives centre near 10
ABCG2 block: blocks JC-1 efflux by human ABCG2 transporter; Q9UNQ0; IgMXP3 cells, flow cytometry; inhibition, % at 6.6 µM; hit rate 0.1% among 190,000; AID 1325;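 active = inhibition above 80%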;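 also: 0% = DMSO and 100% = nicardipine control wells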
Target sequence (Q9UNQ0 whole entry, looked up): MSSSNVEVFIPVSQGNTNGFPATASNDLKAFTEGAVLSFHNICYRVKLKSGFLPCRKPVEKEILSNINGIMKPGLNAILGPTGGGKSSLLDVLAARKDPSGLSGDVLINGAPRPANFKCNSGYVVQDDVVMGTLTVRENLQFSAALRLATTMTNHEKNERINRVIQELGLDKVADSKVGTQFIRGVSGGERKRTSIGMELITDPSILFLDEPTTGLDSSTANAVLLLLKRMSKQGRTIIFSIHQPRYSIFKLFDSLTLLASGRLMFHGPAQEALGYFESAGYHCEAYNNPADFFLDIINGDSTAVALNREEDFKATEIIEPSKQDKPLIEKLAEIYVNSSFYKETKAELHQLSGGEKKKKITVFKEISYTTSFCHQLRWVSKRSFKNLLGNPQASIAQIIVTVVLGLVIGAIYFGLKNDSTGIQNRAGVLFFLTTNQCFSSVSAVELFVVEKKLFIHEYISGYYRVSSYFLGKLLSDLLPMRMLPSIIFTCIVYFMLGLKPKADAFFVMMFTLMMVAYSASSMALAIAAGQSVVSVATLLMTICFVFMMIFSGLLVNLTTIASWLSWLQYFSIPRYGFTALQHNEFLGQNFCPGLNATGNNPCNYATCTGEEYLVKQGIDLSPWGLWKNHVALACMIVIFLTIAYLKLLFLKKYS
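Measure – % inhibition of efflux relative to nicardipine and DMSO · Test system – ABCG2 IgMXP3 and barcoded ABCB1 CCRF-Adr cell mix · Control set – nicardipine as high control, DMSO as low control · Compound – one concentration, 6.6 µM final · Signal – flow cytometry of retained JC-1 fluorescence · Timing – 10 min exposure at 25 °C with rotation, no wash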
ABCB1 inh: inhibitors of human ABCB1 transporter, ABCG2 counter-screen. P08183. AID 1326. CCRF-Adr cells, JC-1 efflux, flow cytometry. hit rate 0.067% among 190,000. inhibition, % at 6.6 µM; in the data active = inhibition above about 40%;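 also: 0% = vehicle and 100% = reference inhibitor; higher value means more JC-1 retained so stronger ABCB1 efflux block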
GSH fluor: compound fluoresces at 488/530 nm on GSH beads. GSH beads flow cytometry, compound fluorescence 488/530 nm; stronger effect = higher value. fluorescence (KMESF) at 10 µM. hit rate 0.25% among 190,000; in the data active = fluorescence above about 89;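 also: glutathione beads carrying GST-tagged Bcl family fusion proteins plus one bare bead set; values are compound well signal with DMSO vehicle wells as background; inactives centre near 16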
* = called active by the depositor; ? = inconclusive; & = joins results of further samples. Rule as the data show it, unless noted: active = inhibition above about 40%.

SMILES	Bim-Bfl-1	Bim-Bcl-2	Bim-Bcl-XL	RGS4-Gao reg	Bcl-W Bim block	Bcl-B Bim block	RGS7-Gao	Avidin bead fluor	ABCG2 block	ABCB1 inh	GSH fluor
O=C(CSC1c2ccccc2C(=O)N1c1ccccc1)N1CCOCC1 (stereo unspecified)	-2	0	-3	99	-4	2	100	6	0	0.0	8
O=C(CCS(=O)(=O)c1cccs1)Nc1ccc(C(=O)NCc2ccc(F)cc2)cc1	-10	-12	-4	102	3	-12	100	9	2	0.0	11
Nc1nnn(Cc2ccccc2)n1	-13	-4	-1	99	4	-2	98	23	10	0.7	29
O=C(CC1SCCNC1=O)Nc1ccccc1Cl (stereo unspecified)	-8	-3	-2	102	-3	-7	99	24	1	0.2	58
O=C(NCc1ccncc1)c1ccc(Br)cc1	-9	-4	-7	101	4	-7	100	10	2	1.1	50
CC(Sc1cnc2ccccc2n1)C(=O)O (stereo unspecified)	-17	-9	-5	97	-1	-5	99	13	7	-1.7	33
COC(=O)c1[nH]c2cc(OC)ccc2c1NC(=O)c1nonc1C	1	-4	-3	96	-5	-3	94	33	0	-0.1	21
C=C1c2cc(CC)ccc2NC(=O)N1c1ccc(C)cc1	-11	-6	-3	107	-1	-6	104	8	1	0.5	25
COc1ccc(C2CC(c3ccccc3)=NN2C(=O)CN2N=NC3C(=O)N(c4cccc(F)c4)C(=O)C32)cc1 (stereo unspecified)	-4	-8	-9	100	-7	-8	99	14	14	2.4	11
CCCCCNC(=O)c1cc(S(=O)(=O)N2CCCCC2)ccc1F	-1	0	-6	100	-1	-4	100	35	3	1.0	27
CC(C(=O)NCc1ccco1)c1ccc([N+](=O)[O-])cc1 (stereo unspecified)	-1	-5	-1	96	-3	-3	?	9	1	0.6	12
CC(C)NC(=O)NC(=O)COC(=O)Cc1ccsc1	0	12	-3	110	-2	-8	110	5	1	0.3	16
Cc1ccc(C)c(Oc2nnnn2-c2ccccc2)c1	-8	-9	-4	105	0	-5	103	20	7	0.2	29
CCOC(=O)c1ccc(N=C2SC(C(=O)NCCc3ccccc3)CC(=O)N2C)cc1 (stereo unspecified)	-4	-2	-1	97	0	-4	?	10	8	0.7	15
N#C/C(=C1/C(=O)Nc2ccc(Br)cc21)c1ccccn1	-1	-2	8	100	3	4	?	10	3	-0.2	11
CCC(=O)c1cc2c(cc1NC(=O)C(C)C)OCCO2	0	1	0	105	1	0	99	13	2	0.4	7
CCC(C)NC(=O)CSC1=Nc2ccccc2C2=NC(CC(=O)NCc3ccc(F)cc3)C(=O)N12 (stereo unspecified)	1	-4	0	90	5	-6	92	5	-4	0.0	15
COC(=O)c1ccc(CN2C(=O)NC3(CCC(C)CC3)C2=O)cc1 (stereo unspecified)	-6	-5	-4	102	-1	-2	?	11	3	0.7	13
CC(=O)Nc1ccc(NC(=O)c2c(C)nn(-c3ccccc3)c2Cl)cc1C	-10	-4	-1	100	-1	-3	103	12	7	0.5	13
CCc1cc2cc(C)cc(C)c2[nH]c1=S	6	-4	-4	104	-2	-22	99	6	0	-0.4	16
O=C(Cn1cnc2c(nnn2Cc2ccc(Cl)cc2)c1=O)NC1CCCC1	-11	-5	-3	100	0	-7	101	27	-4	0.0	22
O=[N+]([O-])c1nn(-c2ccc3c(c2)OCCO3)n(O)c1=NCc1ccccc1Cl	0	-2	-3	103	-1	0	101	8	4	0.6	26
NC(=O)C[C@@H]1NC(=O)c2cc([N+](=O)[O-])cc(F)c2NCCCC[C@@H](C(N)=O)NC(=O)[C@H](CO)NC1=O	5	7	0	82	3	2	87	6	10	3.9	18
Cc1onc(-c2ccccc2Cl)c1C(=O)Nc1ccc(-n2nncc2C(C)(C)C)cc1	-20	-11	-8	101	-1	-10	103	12	15	3.5	24
COc1cc([N+](=O)[O-])ccc1NC(=O)C[n+]1cccc(C(C)=O)c1	-4	-4	0	100	0	-3	101	12	1	-0.2	15
CN(C)S(=O)(=O)c1cccc(NC(=O)COC(=O)CCC(=O)c2cccs2)c1	-2	0	-3	111	1	0	?	45	7	0.6	13
Cc1ccc(S(=O)(=O)CCCS(=O)(=O)c2ccc(C)cc2)cc1	-11	-10	-7	102	2	-10	105	10	1	0.5	12
CC(=O)Nc1ccc(C(=O)Nc2nc(-c3cccnc3)cs2)cc1	8	5	7	116	9	3	?	63*	1	-0.7	8
CCOC(=O)CCNC(=O)CNC(=O)OCc1ccccc1	-2	-3	-5	91	-8	-3	102	7	-3	-8.2	12
Nn1c(SCC(=O)Nc2nc3ccccc3s2)nncc1=O	-1	1	-5	100	-3	-9	102	3	-1	-0.4	4
CC(NC(=O)CSc1nc(=O)cc(N)n1CCc1ccccc1)c1ccccc1 (stereo unspecified)	-3	-4	1	96	2	-4	97	12	-3	-0.1	24
CCCCN(Cc1ccccc1)C(=O)C1CCN(S(=O)(=O)c2c(C)noc2C)CC1	5	11	0	98	8	10	98	1	1	0.6	30
Cc1ccccc1-n1c(SC(C)C(N)=O)nnc1-c1cccnc1 (stereo unspecified)	0	2	-1	95	-1	0	99	6	3	0.3	30
COc1ccc(-n2c(SCC(=O)Nc3ccc4c(c3)OCO4)nnc2C(C)N2CCCCC2)cc1 (stereo unspecified)	-9	-4	0	97	3	-7	99	7	2	1.0	62
CC(C)CC(c1nnnn1Cc1ccccc1)N1CCN(C(=O)c2ccco2)CC1 (stereo unspecified)	0	0	0	101	1	3	98	15	1	1.5	21
Cc1csc(SCC(=O)Nc2sccc2C#N)n1	-1	0	0	97	0	-1	89	5	3	-0.1	8
Cc1ccc(-c2nn(CC(=O)NCCN3CCOCC3)c(=O)c3ccccc23)cc1	-11	-8	-4	105	0	-10	101	15	2	0.7	23
CCOc1ccc(C(C)NC(=O)Nc2ccccc2C(=O)OC)cc1 (stereo unspecified)	-12	-9	-4	100	0	-7	101	12	8	0.8	24
Cc1ccc(NC(=O)CN(C)CC(=O)Nc2c(C)cccc2C)c(Br)c1	0	1	-2	98	0	0	98	38	1	0.2	13
COc1cc(CCC(=O)OCC(=O)Nc2cccc(S(=O)(=O)N(C)C)c2)cc(OC)c1OC	-10	-21	-7	100	-2	-10	100	15	13	0.3	22

Seven entries already listed, arranged by the value under Bim-Bcl-2, high to low.
Molecule | Bim-Bcl-2
CCC(=O)c1cc2c(cc1NC(=O)C(C)C)OCCO2 | 1
Cc1csc(SCC(=O)Nc2sccc2C#N)n1 | 0
Nc1nnn(Cc2ccccc2)n1 | -4
C=C1c2cc(CC)ccc2NC(=O)N1c1ccc(C)cc1 | -6
COc1ccc(C2CC(c3ccccc3)=NN2C(=O)CN2N=NC3C(=O)N(c4cccc(F)c4)C(=O)C32)cc1 (stereo unspecified) | -8
Cc1ccc(C)c(Oc2nnnn2-c2ccccc2)c1 | -9
COc1cc(CCC(=O)OCC(=O)Nc2cccc(S(=O)(=O)N(C)C)c2)cc(OC)c1OC | -21

Some entries already given, limited to ABCG2 block:
molecule	ABCG2 block
Cc1csc(SCC(=O)Nc2sccc2C#N)n1	3
Cc1ccc(-c2nn(CC(=O)NCCN3CCOCC3)c(=O)c3ccccc23)cc1	2

Later entries:
SMILES	Bim-Bfl-1	Bim-Bcl-2	Bim-Bcl-XL	RGS4-Gao reg	Bcl-W Bim block	Bcl-B Bim block	RGS7-Gao	Avidin bead fluor	ABCG2 block	ABCB1 inh	GSH fluor
Cc1nc(C)c(C(=O)NCc2ccccc2Cl)o1	-20	-12	-10	100	-5	-12	102	13	8	0.9	31
O=C(Cn1cnc2c(nnn2Cc2ccc(F)cc2)c1=O)N1CCCCC1	3	7	0	104	-5	2	106	8	0	0.1	16
Cc1noc(C)c1CSCc1ccc(Cl)cc1	-6	-4	-3	101	-5	-3	102	3	1	0.3	10
CCOC(=O)N1CCN(C(=O)c2cn(-c3ccc(C)c(C)c3)c(=O)c3ccccc23)CC1	-10	-2	2	100	0	-7	99	6	3	2.6	33
CN(CCO)c1c2c(nc3cc(-c4cccc(F)c4)nn13)CCCC2	-18	-5	0	101	0	-1	100	25	13	0.4	20
CN(C)c1cccc(C(=O)N2CCCC(C(=O)c3cc(F)ccc3F)C2)c1 (stereo unspecified)	-9	-3	-5	103	-7	-7	103	11	1	0.6	14
C/C(CCCO)=N/Nc1ccc([N+](=O)[O-])cc1[N+](=O)[O-]	-5	-5	-3	100	-3	-5	100	7	0	-0.1	14
CC(C)OCCCNC(=O)C(NC(=O)c1ccc(Cl)cc1)C(C)C (stereo unspecified)	-1	4	-5	102	5	-6	104	24	0	0.0	22
O=c1cc(NCc2ccccc2)c2ccccc2o1	-1	0	-1	98	0	-5	101	9	7	1.1	18
COC(=O)c1ccccc1NC(=O)C1CCCCC1C(=O)O (stereo unspecified)	-13	-8	1	99	4	-5	97	7	-1	-0.3	42
CCCc1nn2c(N)c(/C=C3\C=Nc4ccccc43)c(=O)nc2s1	-1	5	-8	116&102	-4	-7	?	9&7	-2	-0.3	11
O=C(Nc1ccccc1C(=O)N1CCOCC1)C1CCCO1 (stereo unspecified)	-12	-6	-3	99	0	-6	98	14	1	0.3	36
CCOc1ccc(OCC)c(Nc2cc(C)nc3nc(C)nn23)c1	0	-2	-2	67	0	0	70	4	31	1.8	17
O=C(Nc1cccnc1)c1ccc(C(=O)Nc2cccnc2)cc1	-5	0	0	100	-1	-5	95	12	-1	0.3	9
Cc1onc(-c2ccccc2Cl)c1C(=O)NCCN1Cc2ccccc2C1=O	-3	-6	-1	98	0	0	102	8	0	0.2	25
Cc1ccc(-c2nnn(CC(=O)N(CCO)C(C(=O)NC(C)(C)C)c3ccncc3)n2)cc1 (stereo unspecified)	-2	2	-1	95	-1	2	98	10	3	0.4	23
O=C(CN1CCCC1)NCC1(c2ccccc2)CCOCC1	0	1	-2	108	0	0	109	37	2	0.6	14
CCOC(=O)c1cc(C)sc1NC(=O)c1ccc(Cl)s1	-7	-9	-1	100	1	-6	100	15	2	0.1	10
COc1ccc(CCNC(=O)CSc2nncn2N)cc1OC	-10	-5	-5	108	0	-6	106	5	1	0.4	30
O=C(Cc1cccs1)N(c1ccccc1)C1C=CS(=O)(=O)C1 (stereo unspecified)	0	0	-1	99	0	-4	104	7	1	0.5	14
Cc1cc(C)c(C#N)c(SCS(=O)Cc2ccccc2)n1 (stereo unspecified)	-15	-13	-7	97	-2	-10	100	14	27	1.1	31
CCCCNc1nc2ccccc2nc1NS(=O)(=O)c1cccs1	-2	-3	-7	104	0	-2	106	8	0	0.4	60
COc1ccccc1NC(=O)COC(=O)C12CC3CC(CC(Cl)(C3)C1)C2	-4	1	4	99	0	0	97	9	13	1.2	12
CCc1c(C(=O)c2ccc(Cl)cc2)oc2c(C)c3oc(=O)cc(C)c3cc12	4	2	3	98	6	1	99	1	1	-0.1	21
COc1ccc(CN(Cc2nc3ccccc3c(=O)[nH]2)C(=O)C(C)(C)C)cc1	-11	-7	-3	101	1	-5	98	12	5	1.2	38
Cn1c(N)c(C(=O)COC(=O)c2ccccc2NCc2ccco2)c(=O)n(C)c1=O	-5	-1	-3	102	-3	-1	101	21	9	0.8	9

Bioassay records from PubChem.
